Hep lipid drop: inhibitors of hepatocyte lipid droplet formation, primary screen, imaging, high-throughput imaging, BODIPY stain; AML12 mouse hepatocytes, oleate lipid droplets; inhibition, % at 6.5 µM; hit rate 0.4% among 240,000; AID 1656, 2009;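 active = lipid droplet intensity inhibited by at least 50%, with more than 500 cells counted; inconclusive = wells with under 300 cells, treated as cytotoxic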
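Test system: AML12 mouse liver cells; schedule: overnight exposure; technique: high-content imaging of BODIPY-stained droplets and DAPI nuclei; read-out: % inhibition of corrected integrated BODIPY droplet signal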
P. falciparum M1AAP: P. falciparum M1AAP inhibitors, biochemical, fluorogenic H-Leu-NHMec substrate, 1536-well (AID 1445) | Aminopeptidase N (Plasmodium falciparum (isolate 3D7)) | recombinant M1AAP, H-Leu-NHMec fluorogenic kinetic assay; higher % means a stronger effect | hit rate 0.42% among 220,000 | inhibition, % at 30 µM; hits with a dose series show IC50 in µM;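 active = primary inhibition above the hit cutoff, then over 50% inhibition at one or more dose response concentrations, cut at about 23% in these data, passing the limit was not always enough; inconclusive = conflicting primary data, or primary hits not chosen for dose response; inactive = low primary inhibition, or under 50% at every dose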;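 note: plate controls were DMSO full reaction for no effect and no enzyme background for full effect; strong numbers were not always called active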
MT stabilizer: microtubule stabilizers in HeLa cells, primary screen, imaging, high-content imaging. HeLa tubulin immunostaining HCS, 24 h; share of cells brighter than vehicle mean+2SD. % tubulin-high responders, % at 10 µM. hit rate 0.83% among 200,000. AID 2205, 2009;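 active = plate Z-score above 3 for both tubulin-high and condensed-nucleus cell shares, with cell loss under 80%, at 10 µM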;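 note: anti alpha tubulin signal scored within the nucleus-defined area of each cell; some results filed as inactive read as strong as hits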
Autophagy HCS: autophagy modulators in MEF cells, primary screen, imaging, high-content, MEF GFP-LC3. AID 463193, 2010. MEF GFP-LC3 puncta imaging; test concentration mostly 10 µM. calls only at 10 µM (by protocol). hit rate 0.98% among 190,000;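 active = percentage of spot-positive cells more than 3 SD above its plate mean, without a fluorescence outlier flag or 80% toxicity; inconclusive = no clear call, values can overlap the other calls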;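 note: spot-positive cell cutoff set from DMSO-treated cells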
Insulin prom up: insulin promoter activators in MIN6 cells, imaging, high-content screening, mouse beta cells. MIN6 insulin promoter-GFP reporter; hits give high values. AID 1625, 2009. z-score at 5 µM. hit rate 0.3% among 190,000;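 active = z-score above 3 at 5 µM with at least 500 cells counted in the well; inconclusive = wells under 500 cells, flagged as cytotoxic or low count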
Yfh1-depleted yeast: enhancers of respiration in Yfh1-depleted yeast, dose response, Friedreich's ataxia, plus single-dose screen (AID 1465) | S. cerevisiae Yfh1-off respiration, WST-1 reduction, 72 h; higher fold induction means a stronger effect | one-dose fold induction at 50 µM; EC50 in µM for titrated hits | hit rate 0.074% among 220,000;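 active = fold induction of absorbance versus untreated yeast above a set limit, then at least 30% activation at any dose in follow-up; inconclusive = repeats straddling the limit, or above it without dose testing; inactive = fold induction below the set limit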;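 note: activators that raise dye reduction in frataxin-depleted yeast; strong numbers were not always called active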
M17LAP inhibition: P. falciparum M17LAP inhibitors, primary screen, biochemical, fluorogenic H-Leu-NHMec substrate, 1536-well (AID 1619). inhibition, % at 30 µM, or IC50 in µM where a hit was titrated. recombinant M17LAP, H-Leu-NHMec fluorogenic kinetic assay; higher % means a stronger effect. Leucine aminopeptidase (Plasmodium falciparum (isolate 3D7)). hit rate 0.38% among 220,000;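 active = compound inhibiting the enzyme by more than half at any dose during confirmatory dose-response retesting; inconclusive = strong single-dose inhibitors picked by rank but not retested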;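 note: plate controls were full reaction with DMSO carrier for no effect and no enzyme background for full effect; strong numbers were not always called active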
Dynein cargo inh: inhibitors of GR-EGFP nuclear translocation, primary screen, dynein cargo transport inhibitor project, imaging, high-content, 3617.4 mouse cells; hit rate 0.47% among 220,000; AID 1381, 2008; test concentration mostly 20 µM; stimulated with dexamethasone, 1 µM; hits give low values; z-score, hits read low;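 active = plate z-score of nuclear minus cytoplasmic receptor signal below a set negative limit, without overly bright fluorescence or cell loss, cut at about -3.5 in these data, passing the limit was not always enough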;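 note: z-score of nuclear minus cytoplasmic ring GR-EGFP intensity difference per well; some compounds called inactive have numbers as strong as hits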
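Buffer or medium: tet-free, stripped-serum medium; Also added: dexamethasone, 1.0 µM final; Technique: high-content fluorescence imaging after fixation; Times: 48 h induction, 1 h compound, 30 min dex at 37 °C; Read-out: per-cell GR-EGFP intensity, nucleus versus surrounding cytoplasmic ring, well-averaged.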
CSM14.1 death rescue: rescue of cells from ER stress-induced death, primary screen, 384-well, CSM14.1, thapsigargin, ATP luminescence (AID 1222). CSM14.1 thapsigargin-induced death rescue, ATP luminescence; higher % means a stronger effect. 190,000 tested, under 10 active. one-dose cellular ATP content (survival), % at 20 µM; EC50 in µM for titrated hits;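 active = EC50 below 50 µM in the dose-response confirmation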;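 note: death triggered by thapsigargin at about 15 µM added after 2 h compound pretreatment; cell ATP read after overnight thapsigargin exposure of roughly 18 to 22 hours; normalized against plate controls of thapsigargin alone and 5% DMSO vehicle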
Dynein cargo inh cytoplasmic EGFP: recorded beside Dynein cargo inh, whose call it bears; z-score; measured here: cytoplasmic GR-EGFP intensity; hits give high values
Dynein cargo inh nuclear GR-EGFP: also measured in Dynein cargo inh; calls as there; z-score; measured here: nuclear GR-EGFP intensity;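 lower value marks the stronger effect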
Dynein cargo inh cell count: also measured in Dynein cargo inh; calls as there; z-score; measured here: cell count per field
Insulin prom up cell count: recorded beside Insulin prom up, whose call it bears; cell count; measured here: cytotoxicity, nuclei count;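 total cells summed across four imaged fields per well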
Hep lipid drop cells 6.5 µM: recorded beside Hep lipid drop, whose call it bears; cell count; measured here: cell count, cytotoxicity flag;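 cells counted across two imaged fields per well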
MT stabilizer Hoechst-high %: also measured in MT stabilizer; calls as there; % Hoechst-high responders; measured here: nuclear condensation Hoechst responders;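 share of cells brighter than vehicle mean plus two SD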
MT stabilizer cytotoxicity %: recorded beside MT stabilizer, whose call it bears; toxicity, %; measured here: cytotoxicity by cell density;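 0% = mean cell density of plate MIN control wells and 100% = no cells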
Autophagy HCS cell loss 18 h: recorded beside Autophagy HCS, whose call it bears; toxicity, %; measured here: cell loss, nuclei count;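 cell loss after 18 h compound exposure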
Numbers without * were called inactive; i = inactive; ? = inconclusive; . = not tested or not shown; & = joins results of further samples.

SMILES	Hep lipid drop	Hep lipid drop cells 6.5 µM	P. falciparum M1AAP	MT stabilizer	MT stabilizer Hoechst-high %	MT stabilizer cytotoxicity %	Autophagy HCS	Autophagy HCS cell loss 18 h	Insulin prom up	Insulin prom up cell count	Yfh1-depleted yeast	M17LAP inhibition	Dynein cargo inh	Dynein cargo inh cytoplasmic EGFP	Dynein cargo inh nuclear GR-EGFP	Dynein cargo inh cell count	CSM14.1 death rescue
Cc1ccc(-c2nc(CN3CCCCC3CCN3CCCC3=O)c(C)o2)o1 (centres undefined)	-3.8	666	1.8%	2.1	2.0	7.7	i	-8.1	-0.46	1068	i	8.6%	0.714	-0.21	0.21	-0.618	0.3%
CSC(=Nc1ccc(Cl)cc1)N[n+]1ccccc1	1.7	683	11.4%	2.1	2.2	2.5	i	8.9	-0.41	1175	i	1.6%	1.83	-0.0863	1.25	-1.87	-0.5%
Cc1sc2nc(-c3cccnc3)nc(Cl)c2c1-c1ccccc1	11.3	656	-0.5%	4.7	2.3	7.9	i	-1.7	-1.59	1205	i	3.3%	-0.406	-0.285	-0.438	0.15	-0.2%
CC(=O)O/N=C(\N)c1ccc(-c2csnn2)cc1	3.6	686	4.2%	.	.	.	.	.	-0.49	1459	i	5.7%	-0.262	-0.221	-0.104	-0.401	.
CC(C)C(NC(=O)c1c(F)cccc1F)C(=O)NCC(c1ccccc1)N(C)C (centres undefined)	8.0	685	-6.1%	1.6	1.0	2.9	i	-1.6	-0.25	1303	i	-0.4%	1.8	-0.145	1.14	-1.42	-1.3%
O=C(Nc1ccc(Cl)cc1)N1CCCN(Cc2ccc(F)cc2)C1	8.0	786	14.2%	2.1	1.9	7.4	i	-0.5	.	.	i	13.0%	9.84	2.79	6.02	-3.24	-0.5%
Cc1cccc(NC(=S)NC2CCCCCC2)c1C	-4.1	630	5.0%	3.2	2.3	6.3	i	-0.4	0.35	1022	i	0.5%	-0.0231	-0.248	-0.253	0.389	10.8%
O=c1[nH]c(CN2CCN(c3ccc([N+](=O)[O-])cc3)CC2)nc2ccsc12	-3.0	781	25.9%*	0.8	1.6	20.7	i	-5.7	0.33	910	i	2.3%	-0.645	-0.142	-0.302	-1.02	-3.8%
O=[N+]([O-])c1ccc(N2CCN(CC(O)COc3ccccc3)CC2)cc1 (centres undefined)	0.6	741	1.0%	1.6	2.8	5.8	i	-1.7	-0.61	1411	i	2.5%	0.292	-0.281	0.0523	0.313	8.3%
Cc1ccc(SCC(=O)Nc2ccc(N3CCN(C)CC3)c(F)c2)cc1	.	.	3.1%	1.3	2.0	2.2	i	-27.3	0.43	1139	.	2.3%	-0.264	-0.179	0.168	-0.574	-0.6%
COc1ccc(OCC(=O)NC(=S)Nc2ccccc2F)cc1	20.4	749	1.0%	3.2	1.5	2.6	i	-4.4	0.91	1366	i	20.4%	0.43	-0.236	0.296	-0.352	5.2%
O=C(NC(=O)c1cccc(Cl)c1)OC[C@@H]1CCCN2CCCCC12 (some centres undefined)	.	.	-1.0%	3.7	3.6	1.8	i	-1.2	0.47	838	i	-6.5%	-1.04	-0.24	-0.352	0.62	-2.0%
O=C(CSc1nnnn1-c1ccccc1)N1CCN(C(=O)c2ccco2)CC1	2.4	786	1.8%	2.5	1.8	3.7	i	-8.5	0.34	1224	i	10.7%	-0.6	-0.233	-0.148	0.815	0.6%
CN(C)N=Nc1ccc2nc[nH]c2c1	15.0	806	5.2%	.	.	.	.	.	-0.08	1048	i	21.1%	-0.68	-0.288	-0.439	0.964	.
COc1ccc(CCn2c(=N)c(C(=O)N3CCN(C)CC3)cc3c(=O)n4ccccc4nc32)cc1	.	.	8.4%	1.6	1.4	0.0	i	-1.2	0.83	933	i	-11.0%	0.162	1.07	0.0951	-0.354	-0.5%
CCCc1cc(-c2n[nH]c(C)c2-c2ccc(C(=O)OCC)o2)c(O)cc1O	-14.5	705	2.7%	4.6	1.9	9.7	i	-2.7	-0.5	1206	i	1.4%	3.18	11.3	5.35	-3.22	-3.1%
CCC(C)NC(=O)C1CCCN(c2nc(C)cc(OC)n2)C1 (centres undefined)	-10.8	807	6.1%	4.4	1.9	6.0	i	-7.3	0.42	1259	i	4.0%	0.397	-0.235	0.219	0.241	-2.3%
Cc1cc(C)cc(NC(=S)/C(=C(\[O-])c2ccc(Cl)s2)[n+]2cccc(C)c2)c1	-1.7	682	6.6%	1.5	1.7	1.3	i	-4.7	-0.59	1643	i	-2.7%	-0.104	-0.128	0.202	-0.858	0.9%
O=C(CNCC1CCCO1)Nc1ccc([N+](=O)[O-])cc1C(=O)Nc1ccccc1F (centres undefined)	2.7	698	0.8%	0.0	2.9	8.0	i	0.0	-1.35	1193	i	10.5%	1.63	-0.309	0.865	-0.93	-0.3%
O=C(O)C(CO)N=Cc1c(O)c2ccccc2oc1=O (centres undefined)	-29.9	781	20.4%	2.1	1.7	3.5	i	13.7	0.51	1187	i	38.3%	-0.422	-0.225	-0.224	0.675	1.7%
O=C(Nc1ccccc1Cl)c1ccccc1Oc1ccc(C(F)(F)F)cc1[N+](=O)[O-]	.	.	4.8%	3.1	1.0	3.3	i	7.0	-0.31	1663	i	4.6%	2.68	-0.189	1.57	-1.44	1.5%
Cc1ccc2c(Cl)cc(Cl)c(OCC(=O)Nc3cccc(S(=O)(=O)N(C)C)c3)c2n1	8.4	629	4.3%	3.5	2.5	5.4	i	-7.5	.	.	i	5.0%	-0.227	0.707	-0.149	0.129	-5.3%
Cc1cc(C)c2cc(CN(CCO)C(=O)NC3CCCCC3)c(=O)[nH]c2c1	10.2	631	9.2%	.	.	.	.	.	0.37	967	i	12.1%	-0.11	-0.183	0.428	0.282	.
Cc1ccc(NC(=O)C2C(=O)N(C)c3ccccc32)cc1 (centres undefined)	3.2	653	8.9%	2.7	2.8	7.7	i	0.1	0.37	1094	i	4.6%	0.695	-0.156	-0.0936	-0.344	-5.8%
CCc1ccccc1NC(=O)c1ccc(-n2c(C)ccc2C)cc1	.	.	0.3%	2.1	1.2	7.2	i	2.9	0.08	1622	.	0.9%	-0.357	-0.2	-0.271	0.485	-1.9%
O=C(COC(=O)/C=C/c1ccc(S(=O)(=O)N2CCCCCC2)cc1)NCc1ccccc1Cl	-5.8	593	8.7%	3.0	2.8	6.3	i	5.4	0.01	1264	i	-3.4%	-0.202	-0.321	-0.469	0.643	-2.0%
COc1ccc(NC(=S)NCCC(c2ccccc2)c2ccccc2)c(OC)c1	-10.4	680	-0.4%	3.5	2.2	4.8	i	-22.9	0.45	1803	?	12.5%	-0.437	-0.188	-0.329	0.752	-0.3%
Cc1nn2c(C(F)(F)F)cc(-c3ccc(Cl)cc3)nc2c1C(=O)N1CCOCC1	.	.	10.6%	1.5	3.1	15.8	i	21.0	-0.16	1041	i	11.4%	0.627	-0.108	0.726	-0.966	0.8%
CCC(CC)C(=O)NCc1ccccc1Cl	.	.	3.0%	3.3	2.0	3.4	i	2.5	0.94	1302	i	1.5%	1.1	-0.147	0.906	-0.991	0.3%
CC(=O)Nc1ccc(NC(=O)CSc2nnc3ccc(-c4ccc(F)cc4)nn23)cc1	0.3	702	7.2%	2.7	1.2	9.6	i	-22.0	0.59	1506	i	-1.0%	-0.196	-0.281	-0.0993	0.399	0.6%
Cc1cccn2c(=O)c3cc(C#N)c(=NC(=O)c4ccco4)n(Cc4ccco4)c3nc12	0.8	744	5.3%	.	.	.	.	.	-0.34	1388	i	-2.9%	0.703	6.13	1.53	0.38	.
O=C(Cn1ncc2c1-c1ccccc1OC2)N1CCN(c2ccccn2)CC1	9.2	617	-2.4%	8.5	1.4	5.2	.	.	1.24	1560	i	5.6%	-0.533	-0.226	-0.229	0.231	.
CC1CCc2sc(C(=O)NCc3ccc(F)cc3)cc2C1 (centres undefined)	7.1	790	0.8%	1.7	1.6	9.5	i	-3.8	0.55	858	i	5.1%	-0.184	-0.328	-0.0359	0.0755	0.0%
O=C(O)c1ncc(Cl)c(Cl)c1Cl	-12.9&-9.0	675&714	7.9%&0.2%	.	.	.	.	.	-0.57&0.38	1086&1146	i	4.4%&-5.7%	-0.949&-0.872	-0.211&-0.245	-0.0734&-0.393	0.64&1.04	.
FC(F)(F)c1ccc(-n2cn[nH]c2=S)cc1	-30.6	408	-1.6%	.	.	.	.	.	.	.	i	-4.3%	0.384	-0.272	0.28	0.479	.
Cc1ccc(C)n1-c1ccc(N(C)C)cc1	10.2	779	11.6%	2.6	1.7	6.3	i	-0.9	-0.66	1173	.	9.1%	-0.66	-0.188	-0.287	0.547	-0.8%
CCC(C)NS(=O)(=O)c1ccc(NS(=O)(=O)c2ccc(F)cc2)cc1 (centres undefined)	14.5	834	-1.7%	2.0	2.6	8.0	i	0.8	.	.	i	-5.6%	-0.656	-0.349	-0.343	0.134	-0.8%

Bioassay records: PubChem, several laboratories
